STAT1 activator – increases IFN-gamma driven STAT1 reporter signal; activation (% of control), % at 5.5 µM; NIH 3T3 STAT1-luciferase reporter, luminescence; 100% = IFN-gamma alone, no compound; 200,000 compounds, 2.6% hits;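 active = activation above the screen-wide mean activation plus 3 SD, cut at about 130% in these data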;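 note: raw ratio to IFN-gamma control signal so 100% means no change and 0% no light; values of inactives mirror those of a sister screen read the other way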
NF-kB neuron act – compounds increasing NF-kB expression in human neuronal cells; NF-kB reporter expression; stronger effect = higher value; fold change at 12.5 µM; 190,000 compounds, 1.6% hits; in the data active = fold change above about 3.3
Redox H2O2 prof – compounds producing H2O2 with reducing agent – biochemical, NIH compound library profiling, artefact control for MLSCN library redox annotation, primary screen | 200,000 compounds, 0.03% hits | DTT-dependent redox cycling H2O2, phenol red/HRP absorbance; 100% = 100 µM peroxide control, 0% = buffer | activation, % at 10 µM;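 active = activation of at least 50% relative to the plate's high and low controls in the primary single-dose screen; inactive = activation below 50%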;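 note: compound incubated with DTT at 0.8 mM final as the reducing agent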
FLuc act counter – firefly luciferase counter-screen for stimulation assays | 200,000 tested, under 10 active | P08659 | activation factor at 10 µM | AID 1027 | ATPlite luciferase biochemical, luminescence, 10 min; 0 = ATP-free wells, 1 = DMSO control;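 active = luciferase activation factor, scaled between plate controls, of at least 2 with compound at 10 µM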
Target sequence (P08659 whole entry, looked up): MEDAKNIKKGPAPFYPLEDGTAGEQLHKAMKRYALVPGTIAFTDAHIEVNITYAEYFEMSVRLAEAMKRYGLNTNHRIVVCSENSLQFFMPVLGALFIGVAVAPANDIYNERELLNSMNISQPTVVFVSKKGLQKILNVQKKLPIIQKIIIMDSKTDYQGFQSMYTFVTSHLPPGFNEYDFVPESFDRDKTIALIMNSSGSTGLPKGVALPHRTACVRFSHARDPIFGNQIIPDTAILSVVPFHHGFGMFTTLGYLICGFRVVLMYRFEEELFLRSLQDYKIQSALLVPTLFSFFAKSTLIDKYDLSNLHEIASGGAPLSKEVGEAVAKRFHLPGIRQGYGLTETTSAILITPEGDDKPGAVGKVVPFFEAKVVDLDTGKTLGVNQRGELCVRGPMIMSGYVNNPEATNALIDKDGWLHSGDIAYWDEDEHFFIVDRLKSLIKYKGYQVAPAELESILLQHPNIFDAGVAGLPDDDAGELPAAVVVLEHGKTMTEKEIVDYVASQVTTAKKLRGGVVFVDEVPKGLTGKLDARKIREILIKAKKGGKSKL
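Assay system: Luciferase/luciferin detection reagent, cell-free biochemical luciferase assay / Read-out: luciferase activation / Benchmarks: No-ATP low control, compound-free enzyme-plus-ATP high control / Medium: PBS buffer for ATP / Detection: luminescence measurement of luciferase light output / Schedule: 10 min at ambient temperature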
APP 5'UTR act – activates APP 5'UTR luciferase reporter. AID 1276. SH-SY5Y APP 5'UTR luciferase reporter, luminescence; zero percent = DMSO vehicle wells. 190,000 compounds, 1% hits. activation, % at 2 µM;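 active = activation above a set limit, based on mean plus 3 SD of controls, cut at about 140% in these data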; note: values of inactives mirror those of a sister screen read the other way
APP transl inh – APP translation inhibition | SH-SY5Y APP 5'UTR-luciferase reporter, luminescence | inhibition, % at 2 µM | 190,000 compounds, 0.82% hits;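 active = inhibition above a set limit, derived from the sample mean plus 3 SD, cut at about 45% in these data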; note: values of inactives mirror those of a sister screen read the other way
G6PDH CS – L. mesenteroides G6PDH inhibition counter-screen; Purified L. mesenteroides G6PDH, diaphorase/resazurin coupled fluorescence, 45 min; inhibition, % at 5 µM; 200,000 compounds, 0.12% hits; AID 1020; in the data active = inhibition above about 50%
Efa HMGR inh – E. faecalis class II HMG-CoA reductase inhibition | purified E. faecalis HMGR, NADPH absorbance 340 nm kinetic | inhibition, % at 10 µM | 190,000 compounds, 0.41% hits;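 active = inhibition above a set limit, the median over all tested compounds plus 3 SD, cut at about 9.5% in these data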;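 note: enzyme runs in reverse so mevalonate oxidation gives rising NADPH absorbance; 0% = complete reaction with DMSO and 100% = background rate lacking mevalonate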
FLuc inhib CS – counter-screen for luciferase assay inhibitors: firefly luciferase inhibition; AID 1006; inhibition, % at 10 µM; ATPLite firefly luciferase biochemical luminescence, 10 min; 200,000 compounds, 1.5% hits; P08659;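 active = inhibition above about 50% when tested at 10 µM, limit read from the data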
Hsp70 activator – transcriptional activators of Hsp70 | HeLa Hsp70 promoter luciferase reporter, luminescence; scaled: vehicle 0, proteasome-inhibitor control 100% | activation, % at 10 µM | 200,000 compounds, 0.04% hits;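 active = activation above the mean across all tested compounds plus 3 SD, cutoff set per campaign, cut at about 5.5% in these data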;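 note: 100% = MG132 at 30 µM as the positive control and 0% = DMSO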
An asterisk follows results filed as active; x = not tested or not shown; & = joins results of further samples.

Sample of the layout:
SMILES	STAT1 activator	NF-kB neuron act	Redox H2O2 prof	FLuc act counter	APP 5'UTR act	APP transl inh	G6PDH CS	Efa HMGR inh	FLuc inhib CS	Hsp70 activator
COc1cccc(OC)c1C(=O)Nn1c(C2CCC2)nc2ccccc2c1=O	95.0	0.88	0.0	1	-3.3	3.3	10.5	-5.5	0.3	-0.4
FC(F)(F)c1cc(Oc2ccccc2)nc(-c2ccccn2)n1	92.8	2.41	1.8	1.1	8.5	-8.5	6.1	0.5	-8.2	-0.4
Cc1cc(C)n(-c2nc(N(C)C)nc(N3CCOCC3)n2)n1	104.8	0.99	-0.2	1	8.5	-8.5	0.2	0.6	-1.8	-0.2

The listing, from the start:
SMILES	STAT1 activator	NF-kB neuron act	Redox H2O2 prof	FLuc act counter	APP 5'UTR act	APP transl inh	G6PDH CS	Efa HMGR inh	FLuc inhib CS	Hsp70 activator
COc1cccc(OC)c1C(=O)Nn1c(C2CCC2)nc2ccccc2c1=O	95.0	0.88	0.0	1	-3.3	3.3	10.5	-5.5	0.3	-0.4
FC(F)(F)c1cc(Oc2ccccc2)nc(-c2ccccn2)n1	92.8	2.41	1.8	1.1	8.5	-8.5	6.1	0.5	-8.2	-0.4
Cc1cc(C)n(-c2nc(N(C)C)nc(N3CCOCC3)n2)n1	104.8	0.99	-0.2	1	8.5	-8.5	0.2	0.6	-1.8	-0.2
COc1ccc(N2CCN(C(CNC(C)=O)c3ccco3)CC2)cc1 (stereo unspecified)	99.3	1.64	-1.2	1	0.8	-0.8	-5.1	-10.1	-1.6	0.0
CCOc1ccc(C2c3c(oc4ccccc4c3=O)C(=O)N2c2ccc(C)cn2)cc1OC (stereo unspecified)	92.7	1.11	-1.9	1.1	26.0	-26.0	-43.1	1.1	-6.6	-0.2
O=C(Nc1ccc(NC(=O)c2cc3ccccc3o2)cc1)c1ccc2c(c1)OCCO2	78.5	1.12	-0.1	1	-66.7	66.7*	1.8	-4.4	-0.2	-0.4
O=C(c1cccc(C(=O)N2CCN(c3ccccc3F)CC2)n1)N1CCN(c2ccccc2F)CC1	100.2	0.58	0.5	1.1	8.1	-8.1	-7.2	0.3	-6.8	0.3
C=CCN(CC=C)C(=S)NC(=O)c1ccc(-c2ccccc2)cc1	98.2	0.98	0.2	1	3.6	-3.6	1.3	-3.9	0.1	-0.2
Nc1nc2ccc(OC(F)(F)F)cc2s1	120.9	1.37	3.5	1&0.9	8.8	-8.8	11.3&15.7	-3.1&1.0	4.4&11.1	-0.4&0.2
O=C(CCc1nc2ccccc2c(=O)[nH]1)OCC(=O)c1cccc(Cl)c1	93.7	1.12	-0.1	1	8.3	-8.3	4.5	-4.3	-4.1	-0.3
COc1ccc(NC(=O)CSc2nnc(-c3ccccn3)n2Cc2ccco2)cc1OC	89.8	0.99	0.4	1.1	-0.2	0.2	2.2	-7.3	-5.9	0.2
COc1cc2c(cc1O)C(Cc1ccc(O)cc1)NCC2 (stereo unspecified)	100.9	0.94	0.2	1	-8.6	8.6	5.4	-7.0	-1.3	-0.2
Cc1ccc(S(=O)(=O)N2CCC(=O)N(CCOC(=O)NCc3ccccc3)CC2)cc1	92.2	1.29	0.2	1	-10.2	10.2	12.4	1.3	-2.6	-0.3
Cc1cccc(C)c1NC(=O)COC(=O)c1ccccc1[N+](=O)[O-]	95.7	1.35	-1.8	1.1	13.0	-13.0	6.3	2.6	-8.1	-0.4
Cc1ccccc1N1C(=O)C(Oc2ccc(Cl)cc2)C1CNCCCOC(C)C (stereo unspecified)	103.0	0.89	0.0	1.1	21.0	-21.0	4.1	0.4	-7.3	-0.6
CC(=O)Nc1ccc(S(=O)(=O)NC2(C(F)(F)F)C(=O)Nc3c2c(=O)[nH]c(=O)n3Cc2ccccc2)cc1 (stereo unspecified)	107.7	1.09	-0.5	1.1	-15.7	15.7	0.5	-6.0	-5.9	0.0
Nc1ccc(C(=O)OCC(=O)NC2CC2)cc1[N+](=O)[O-]	107.7	1.5	-0.3	1	-10.3	10.3	-2.9	-2.3	-4.4	-0.3
CCCSc1nc2cc(C)c(C)cc2n1CC(C)O (stereo unspecified)	108.3	1.03	0.1	1	32.8	-32.8	2.6	-3.9	4.7	0.0
CCCCn1c(N)c(N(CC)C(=O)CSc2nnnn2-c2cc(C)ccc2C)c(=O)[nH]c1=O	100.9	0.95	-0.5	1	-4.3	4.3	-1.7	2.5	1.2	-0.1
CCOC(=O)c1ccc(-c2n[nH]c(=O)c3ccccc23)cc1	101.7	0.98	-0.2	1.1	1.0	-1.0	8.3	2.3	-6.4	0.0
COc1cccc(C(=O)Nc2ccc(S(=O)(=O)NCc3ccco3)cc2)c1	83.0	1.06	-0.2	1	14.8	-14.8	-7.0	1.3	-3.5	-0.2
Cc1ccc(NC(=S)NCCSc2ccc(Cl)cc2)cc1	104.2	1.2	-0.2	1	3.9	-3.9	11.9	-7.3	-4.5	-0.5
Cc1nc2cc3nc(C)sc3cc2s1	120.5	1.83	-0.4	0.5	44.5	-44.5	17.6	-11.3	47.3	0.1
CSc1ccc(C2Nc3ccccc3-c3cc(C)nn32)cc1 (stereo unspecified)	101.5	1.09	2.4	1	1.2	-1.2	1.1	-7.8	-1.8	-0.3
Cc1cccc(NC(=O)NCc2ccccn2)c1	101.5	1.63	1.3	1	13.1	-13.1	2.5	-3.0	1.2	-0.1
CC(C)(C)NC(=O)C(c1ccco1)N(Cc1ccc(F)cc1)C(=O)c1snc(C(N)=O)c1N (stereo unspecified)	97.2	0.9	-3.0	1.1	-0.8	0.8	0.6	2.5	-10.2	-0.2
O=[N+]([O-])c1ccc(Cl)cc1Sc1ccccn1	93.0	1.25	-0.2	1	-4.2	4.2	10.0	-2.6	-2.1	-0.1
COc1ccc(CCNC(=O)CN(c2ccccc2OC)S(C)(=O)=O)cc1OC	96.4	1.17	-7.8	1	3.8	-3.8	-4.1	-0.8	-3.8	-0.2
COc1cc(-c2nnc(CSc3nnc4nc(C)cc(C)n34)o2)cc(OC)c1OC	101.9	1.01	-0.4	1.1	0.5	-0.5	7.6	0.4	-5.2	0.1
O=C(CSc1nnnn1-c1ccccc1)c1ccco1	111.0	1.99	0.2	0.7	28.8	-28.8	6.0	3.0	28.7	-0.2
OCC#Cc1cnc2ccccc2c1	100.0	1.06	1.3	1	4.5	-4.5	7.1	1.8	2.9	-0.2
Cc1ccccc1Cn1nc(C)c(NC(=O)/C=C/c2cnn(C)c2C)c1C	97.3	0.95	-0.3	1	-7.8	7.8	-4.1	-2.6	-3.5	-0.1
CN(Cc1cccnc1)Cc1cn(C)nc1-c1ccc(Oc2ccccc2)cc1	84.2	0.86	-1.6	1.1	-1.4	1.5	8.2	-4.3	-9.8	-0.3
O=C(O)C1C2CCC(C2)C1C(=O)NCCC1=CCCCC1 (stereo unspecified)	101.3	1.14	0.2	1.1	4.8	-4.8	-4.6	4.0	-5.5	0.0
Nc1nc(CN2CCCCC2)cs1	96.5	1.12	-0.6	1.1	-1.1	1.1	-18.1	-8.3	-8.9	0.1
Cc1cc2c(cc(C(=O)OCC(=O)NCc3ccco3)n2C)s1	99.2	1.4	1.7	1	13.4	-13.4	3.7	-3.9	-3.4	0.0
CC(Sc1nnc(NCc2ccccc2)s1)C(=O)Nc1ccc2c(c1)C(=O)c1ccccc1C2=O (stereo unspecified)	124.9	1.07	1.9	1	33.8	-33.8	-1.2	-4.0	1.1	0.1
CNC(=O)NC(=O)CSc1nnc(-c2ccco2)n1Cc1ccccc1	105.1	1.12	-3.3	1	-5.3	5.3	2.2	-7.8	-4.7	-0.1
COCC(C)n1c(SCC(=O)NNC(=O)c2ccccc2)nc2ccccc2c1=O (stereo unspecified)	98.5	0.85	0.5	1	-21.3	21.3	27.7	-8.2	3.7	-0.3
CCOC(=O)c1[nH]c2ccc(OC)cc2c1NC(=O)c1nonc1C	99.9	1	-0.1	1	-46.3	46.3*	2.1	0.6	-2.7	-0.2
CC(C)C(=O)NC(=S)Nc1ccccc1C(F)(F)F	117.1	1.55	2.0	1.1	-5.0	5.0	13.5	-2.1	-8.7	-0.2
CCn1c(=O)n(CC(=O)Nc2cc(OC)c(OC)c(OC)c2)c(=O)c2ccccc21	106.1	1.25	0.1	1	x	x	-2.2	0.0	-3.1	-0.4
Cc1ccc(/C([O-])=C(/C(=S)NCc2ccco2)[n+]2ccccc2)cc1[N+](=O)[O-]	100.8	1.21	-1.4	1	-7.0	7.0	1.2	-4.8	-3.9	-0.1
COc1ccc(CCNC(=O)C2CC(=O)N(CCc3ccccc3)C2)cc1OC (stereo unspecified)	102.2	0.94	0.1	1	-3.3	3.3	-2.1	-0.7	-1.4	0.3
Cc1ccc2cc(CCNC(=O)C(C)C)c(=O)[nH]c2c1C	113.0	1.59	0.0	1	-0.3	0.3	-7.8	-0.5	-2.0	0.2
O=C(/C=C/c1ccco1)Nc1ccc(S(=O)(=O)N2CCOCC2)cc1	112.4	0.97	-0.2	1.1	9.8	-9.8	9.2	3.9	-6.2	0.1
COc1ccc(NC2c3ccccc3C(=O)N2c2cccnc2)cc1Cl (stereo unspecified)	103.5	1.27	-0.8	1.1	-7.4	7.4	-10.6	7.3	-8.7	-0.4
Cc1cc(NC(=O)c2sccc2C)n(-c2cccc(Cl)c2)n1	106.5	0.82	1.9	0.7	-5.5	5.5	-1.3	1.4	26.8	-0.3
CCCc1cc(=O)[nH]c(SCc2cc(Cl)ccc2OC(F)F)n1	97.3	0.96	-5.4	1.1	-12.5	12.5	4.8	-1.0	-9.4	-0.6
COc1ccc(C(=O)NNC(=O)c2ccccn2)cc1	18.3	0.38	-0.1	0	125.2	-125.2	11.0	-1.0	97.3*	-0.7

Next part:
SMILES	STAT1 activator	NF-kB neuron act	Redox H2O2 prof	FLuc act counter	APP 5'UTR act	APP transl inh	G6PDH CS	Efa HMGR inh	FLuc inhib CS	Hsp70 activator
O=C(c1c(O)c2ccccc2oc1=O)C1CCCCC1	99.3	1.24	1.0	1	1.9	-1.9	9.7	-4.3	-4.5	0.2
CCOC(=O)c1cc(-c2ccccc2)sc1NC(=O)c1ccc(OC)cc1	102.6	1.04	4.0	1.1	15.8	-15.8	8.6	-6.2	-7.4	-0.1
O=C(Cn1c(=O)oc2ccccc21)c1ccccc1	101.6	1.05	3.5	1	-0.8	0.8	6.7	2.5	-4.5	-0.2
CC(Sc1nnnn1C)C(=O)Nc1ccccc1-c1ccccc1 (stereo unspecified)	109.8	1.13	-2.1	1	7.6	-7.6	-2.7	-4.3	-4.6	-0.3
Cc1nnc(NC(=O)c2ccc(S(=O)(=O)N3CCc4ccccc4C3)cc2)o1	102.7	0.97	0.2	1	15.0	-15.0	7.7	-0.8	-4.6	-0.2
COc1cc(NC(=O)c2cnn3c(C)cc(C)nc23)c(OC)cc1Cl	105.0	1.03	2.7	1.1	-9.6	9.6	-55.0	-8.2	-6.0	-0.2
CC(C)Cn1cc(C(=O)NCCCN2CCCC2=O)c2c3ccccc3n(C)c2c1=O	92.0	0.93	-1.4	1.1	-14.1	14.1	11.5	4.5	-5.1	0.1
O=C(c1n[nH]c(=O)c2ccccc12)N1CCN(C2c3ccccc3-c3ccccc32)CC1	97.0	0.61	1.6	1	-0.4	0.4	4.5	0.5	-4.6	-0.2
